PhoP inhibition – inhibitors of PhoP regulon expression, primary screen, Salmonella Typhimurium, GFP reporter (AID 1863) | inhibition, % at 50 µM; hits with a dose series show IC50 in µM | S. Typhimurium PhoP-regulated promoter GFP reporter, 4 h; higher % means a stronger effect | 300,000 tested, 0.16% active;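 active = inhibition over 29.93%, a cutoff 3 SD above the screen mean, later confirmed by dose response; inconclusive = inhibition over 29.93% but no dose response follow-up; inactive = inhibition at most 29.93% or unconfirmed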;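 note: 0% = low Mg2+ inducing control and 100% = high Mg2+ repressing control; strong numbers were not always called active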
GPR35 arrestin U2OS – GPR35 antagonists blocking zaprinast-driven arrestin recruitment, primary screen, imaging, U2OS, beta-arrestin-GFP, zaprinast agonist (AID 2058). 290,000 tested, 0.052% active. U2OS GPR35 beta-arrestin-GFP translocation imaging, zaprinast antagonism; higher % means a stronger effect. inhibition, % at 10 µM, or IC50 in µM where a hit was titrated;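 active = inhibition of at least 50% with at least 30 cells and total cytoplasm GFP at most 10,000,000; inconclusive = under 30 cells or total GFP of 10,000,000 plus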
KOR beta-arrestin-1 – KOR antagonists, beta-arrestin recruitment, cell-based, luminescence, uHTS (AID 1778); Kappa-type opioid receptor (Homo sapiens); KOR beta-arrestin recruitment, luminescence, antagonist mode; higher % means a stronger effect; one-dose inhibition, % at 10 µM; IC50 in µM for titrated hits; 290,000 tested, 0.091% active; in the data active = inhibition above about 50%; note: strong numbers were not always called active
GPR55 activation – GPR55 agonists via beta-arrestin recruitment, primary screen, imaging, U2OS cells, beta-arrestin-GFP redistribution (AID 1961). 290,000 tested, 0.048% active. G-protein coupled receptor 55 (Homo sapiens). U2OS GPR55 beta-arrestin-GFP redistribution imaging; higher % means a stronger effect. one-dose activation, % at 10 µM; EC50 in µM for titrated hits;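 active = activation above 40% with more than 50 cells counted in the well; inconclusive = wells holding fewer than 50 cells, flagged as toxic or sparse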;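 note: U2OS osteosarcoma cells stably expressing GPR55 and beta-arrestin-GFP; plate controls were DMSO negative control for no effect and LPI positive control for full effect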
NTR1 agonist – agonists of NTR1, primary screen, imaging, U2OS cells, beta-arrestin-GFP, high content (AID 493036); Neurotensin receptor type 1 (Homo sapiens), P30989; NTR1-U2OS beta-arrestin-GFP spot imaging, agonist mode; activation, % at 20 µM; 330,000 tested, 0.17% active;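 active = activation at or above 40% of the spot to cytoplasm intensity ratio, with at least 20 cells analyzed; inconclusive = wells under 20 cells, flagged as cytotoxic or low count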;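 note: 0% = DMSO without peptide and 100% = 100 nM NTR1 peptide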
Target sequence (P30989 whole entry, looked up): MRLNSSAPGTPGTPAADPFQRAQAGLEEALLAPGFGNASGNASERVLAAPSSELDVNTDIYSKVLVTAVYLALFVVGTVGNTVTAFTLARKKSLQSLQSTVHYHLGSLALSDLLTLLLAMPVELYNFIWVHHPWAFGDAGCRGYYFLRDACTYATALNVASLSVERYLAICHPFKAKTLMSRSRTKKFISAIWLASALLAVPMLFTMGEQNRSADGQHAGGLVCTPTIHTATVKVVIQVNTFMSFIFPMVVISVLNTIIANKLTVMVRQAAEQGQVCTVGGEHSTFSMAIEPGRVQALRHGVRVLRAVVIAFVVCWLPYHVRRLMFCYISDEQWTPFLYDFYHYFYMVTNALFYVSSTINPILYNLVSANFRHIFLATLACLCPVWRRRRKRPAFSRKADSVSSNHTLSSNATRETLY
GPR55 LPI antagonism – GPR55 antagonists blocking LPI-driven arrestin recruitment, primary screen, imaging, U2OS, beta-arrestin-GFP, LPI agonist (AID 2013); U2OS GPR55 beta-arrestin-GFP translocation imaging, LPI antagonism; higher % means a stronger effect; inhibition, % at 10 µM, or IC50 in µM where a hit was titrated; 290,000 tested, 0.13% active;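 active = spots per cell inhibited over 60%, with over 100 cells counted and total cytoplasm intensity under 500,000; inconclusive = wells with under 100 cells, flagged as likely toxic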;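 note: U2OS cells stably carrying GPR55 and arrestin-GFP stimulated by 5 µM LPI near EC80; imaged beta-arrestin-GFP aggregate spots per cell after agonist stimulation; plate controls were LPI-stimulated DMSO wells for no effect and DMSO wells without LPI for full effect; some results filed as inactive read as strong as hits; confirmed hits need IC50 under 10 µM and bright autofluorescent wells are also inconclusive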
West Nile virus CPE – West Nile virus antiviral activity, cell-based, CPE readout (AID 1621); West Nile virus-infected cells, CPE inhibition; higher % means a stronger effect; one-dose CPE inhibition, % at 10 µM; IC50 in µM for titrated hits; 290,000 tested, 0.02% active; in the data active = a potency from the dose series; inconclusive = CPE inhibition mostly from about 3.7% at the one dose, without a potency; inactive = the rest, 99 in 100 with CPE inhibition below about 2.2%; note: strong numbers were not always called active
KOR beta-arrestin-2 – KOR agonists, beta-arrestin recruitment, primary screen, cell-based, luminescence, uHTS (AID 1777). Kappa-type opioid receptor (Homo sapiens). KOR beta-arrestin recruitment, luminescence; higher % means a stronger effect. activation, % at 10 µM, or EC50 in µM where a hit was titrated. 280,000 tested, 0.02% active; in the data active = activation above about 50%, passing the limit was not always enough; note: a part of the inactive calls stands beside numbers as strong as those of hits
T cell modulator – modulators of CD8 T cell-vesicle binding, primary screen, mouse 2C CD8+ T cells, flow cytometry. 2C CD8+ T cell-vesicle binding; hits give low values. calls only at 7 µM. 330,000 tested, 0.068% active. AID 2052, 2009;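 active = response, share of CD8 T cells binding vesicles, and their 90th percentile fluorescence all below set limits, cut at about 80% in these data, passing the limit was not always enough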
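Assay system: 2C TCR transgenic mouse naive CD8+ T cells, MACS-purified | Read-out: CD8+ gate FL2 mean fluorescence as % of same-row positive control | Signal: High-throughput flow cytometry with anti-B7-1 and anti-CD8 staining | Timing: Binding step 1.5 h, 37 °C, antibody labelling 20 min, ice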
T cell modulator vesicle-bound % – recorded beside T cell modulator, whose call it bears; double positive events, %; measured here: CD8+ vesicle-bound cell fraction;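 binding gate set so that unloaded-vesicle control wells show 10% double positive cells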
NTR1 agonist cell count 20 µM – also measured in NTR1 agonist; calls as there; cell count; measured here: cell count, cytotoxicity flag
* hit, by the source's call; i = inactive; ? = inconclusive; · = not tested or not shown; [ ] = remark or other dose.

SMILES	PhoP inhibition	GPR35 arrestin U2OS	KOR beta-arrestin-1	GPR55 activation	NTR1 agonist	NTR1 agonist cell count 20 µM	GPR55 LPI antagonism	West Nile virus CPE	KOR beta-arrestin-2	T cell modulator	T cell modulator vesicle-bound %
CC1CC(C)CN(S(=O)(=O)c2cccc3cccnc23)C1 (centres undefined)	-2%	-6%	-12%	-0.2%	1.5	46	8%	1.6%	-4.7%	i	38
O=C(Nc1cnn(Cc2ccc(Cl)cc2Cl)c1)c1noc2c1CCCC2	33%	12%	44%	-0.5%	4.0	91	10%	-0.5%	4.2%	i	36
CN1CCN(Cc2cn[nH]c2-c2ccc(F)cc2F)[C@@H](c2ccccc2)C1	5%	12%	0%[20 µM]	-0.1%	-0.5	97	4%	-0.3%	·	i	44
COc1ccc(OC)c2sc(NC(=O)c3cccc(N4C(=O)CCC4=O)c3)nc12	5%	1%	5%	-0.1%	0.8	78	10%	?	0.1%	i	49
O=C(CCOc1ccccc1)NCC(c1ccco1)N1CCCCC1 (centres undefined)	-11%	-16%	17%	0.3%	4.3	83	-5%	-0.6%	-4.9%	i	42
Cc1cccc(N(CC(=O)NC2CCCC2)C(=O)CS(=O)CC(=O)Nc2ccc3c(c2)OCO3)c1 (centres undefined)	4%	-6%	24%	0.1%	3.0	44	1%	-1.0%	-4.3%	i	56
CSc1nsc(SCC(=O)Nc2ccc(F)cc2F)n1	0%	9%	6%	0.6%	0.3	58	6%	-0.2%	1.7%	i	24
Cc1cc(C(=O)c2ccccc2)nc2ccccc12	3%	-17%	-24%	0.0%	-1.1	69	15%	0.7%	1.3%	i	35
CCOc1ccc(NC(=O)CN(C)C(=O)c2cccnc2SC)cc1OCC	2%	-7%	-5%	0.2%	0.7	75	9%	-0.2%	-1.9%	i	12
COc1ccc(-c2cc(C3CCN(c4cc(Cl)nc(N)n4)CC3)[nH]n2)cc1	-4%	-10%	-46%	0.0%	3.5	61	-10%	1.7%	3.6%	i	26
CC(C)(C)Cc1nc2ccccc2n1CCc1ccccc1	13%	1%	28%	-0.1%	-0.1	89	16%	-1.3%	-2.8%	i	38
Cc1cc(-c2cc(-c3ccccc3)on2)nc(NCC2CC2)n1	3%	0%	12%	-0.2%	9.9	65	6%	-0.4%	-0.1%	i	38
O=c1[nH]c2cc3c(cc2cc1CN(Cc1cccnc1)C(=S)NCc1ccco1)OCO3	0%	6%	-17%	0.2%	-0.9	37	15%	0.4%	2.9%	i	24
CN(C)/C(Cn1cncn1)=C1/N=C(c2c(F)cccc2F)OC1=O	-11%	-7%	-14%	0.4%	-0.6	83	-11%	-0.2%	2.2%	i	55
O=C(Nc1ccccc1Cl)c1ccc(=O)[nH]n1	20%	-4%	-16%	0.6%	-0.6	64	-1%	-0.8%	-1.5%	i	37
CCSc1nnc(NC(=O)C2CC(=O)N(Cc3ccc(C)cc3)C2)s1 (centres undefined)	-13%	4%	-8%	0.1%	-1.9	39	5%	-0.5%	1.6%	i	42
O=C(c1ccc(SCc2cccc(Br)c2)c([N+](=O)[O-])c1)N1CCN(c2ccccn2)CC1	6%	-19%	8%	-1.0%	0.3	71	13%	-1.0%	-1.2%	i	35
COc1ccc(OC)c(NC(=O)CCN2C(=O)c3ccccc3C2=O)c1	-3%	-3%	-29%[20 µM]	-0.2%	-0.2	66	9%	0.4%	-1.1%	i	44
Cc1cc(S(=O)(=O)NCc2ccccc2)ccc1OCC(=O)Nc1cccc([N+](=O)[O-])c1	-9%	·	0%	-0.3%	4.7	42	12%	-0.5%	7.1%	i	39
Cc1ccccc1OC1C(=O)N(Cc2ccc3c(c2)OCO3)C1c1sccc1C (centres undefined)	-2%	6%	-15%	-0.1%	2.5	52	16%	2.0%	4.8%	i	55
Cc1ccc(C)c(OCC(=O)NCCNC(=O)COc2cc(C)ccc2C)c1	0%	-17%	-7%	0.5%	-1.2	77	-6%	-1.4%	2.5%	i	37
CCn1cc(S(=O)(=O)Nc2ccc(C)c(Cl)c2)cn1	13%	7%	-19%	-0.2%	-1.0	53	-10%	-1.0%	1.5%	i	20
COc1ccc(NC(=O)CN(c2c(C)cccc2C)S(C)(=O)=O)cc1	-1%	3%	5%	-0.2%	0.0	43	-1%	-0.4%	3.6%	i	44
Cc1ccc(CNc2ccc(Cl)cc2[N+](=O)[O-])cc1	10%	13%	5%	-0.1%	4.6	52	-5%	·	-1.9%	i	29
O=C(O)C1CCCN1S(=O)(=O)c1ccccc1 (centres undefined)	-5%	7%	34%	-0.3%	3.2	84	2%	-0.6%	1.1%	i	25

Reprinted from the part before: 2 entries, followed by the next part.
SMILES	PhoP inhibition	GPR35 arrestin U2OS	KOR beta-arrestin-1	GPR55 activation	NTR1 agonist	NTR1 agonist cell count 20 µM	GPR55 LPI antagonism	West Nile virus CPE	KOR beta-arrestin-2	T cell modulator	T cell modulator vesicle-bound %
Cc1ccc(CNc2ccc(Cl)cc2[N+](=O)[O-])cc1	10%	13%	5%	-0.1%	4.6	52	-5%	·	-1.9%	i	29
O=C(O)C1CCCN1S(=O)(=O)c1ccccc1 (centres undefined)	-5%	7%	34%	-0.3%	3.2	84	2%	-0.6%	1.1%	i	25
COCCC(=O)Nc1c(-c2ccccc2)c2cc(Br)ccc2[nH]c1=O	-2%	-9%	-2%[20 µM]	-0.2%	-0.8	59	11%	-0.9%	-1.2%	i	64
Cc1ccc(N(CC(=O)NC2CCCC2)C(=O)CNC(=O)c2cccs2)cc1F	10%	-7%	-18%	-0.2%	1.4	55	-7%	-0.6%	1.1%	i	50
CCC(C(=O)NCCc1ccccc1)c1ccccc1 (centres undefined)	-3%	-1%	18%[20 µM]	0.1%	0.4	55	8%	0.2%	-2.3%	i	59
Cc1ccc(NC(=O)C2CCCN(S(=O)(=O)c3cccc4nonc34)C2)cc1 (centres undefined)	4%	15%	-55%	-0.2%	-0.4	65	-7%	2.2%	1.6%	i	19
COc1ccc(Br)cc1CN1CCSCC1	3%	-7%	-27%[20 µM]	0.7%	0.4	59	-1%	0.0%	-2.3%	i	53
O=C1C(=O)N(Cc2cccnc2)C(c2cccc(F)c2)/C1=C(/O)c1ccc2c(c1)OCO2 (centres undefined)	-7%	-6%	21%	-0.1%	-0.1	46	7%	-0.3%	6.2%	i	67
CC(=O)CC(C)(C)Nc1nc2ccc([N+](=O)[O-])cc2o1	4%	-6%	23%	0.0%	0.9	53	-5%	1.3%	-1.6%	i	12
Nc1cc([N+](=O)[O-])ccc1N1C(=O)CCCC1=O	-6%	12%	-20%	0.0%	-0.9	84	-1%	-0.3%	6.3%	i	55
CCCCCC1CC(CC/C(C)=N/NC(N)=O)C(=O)O1 (centres undefined)	·	4%	26%	-0.3%	0.3	60	-2%	0.1%	0.0%	i	31
COCCNc1oc(-c2cccs2)nc1S(=O)(=O)c1ccc(C)cc1	-5%	5%	42%	-0.3%	1.4	66	6%	-0.2%	-0.2%	i	15
Cc1cc(C)cc(NS(=O)(=O)c2c(C(=O)N3CCCCCC3)c(C)n(C)c2C)c1	-3%	29%	2%	0.3%	-0.5	54	-6%	-1.7%	-8.3%	i	10
COc1cc(NC(=O)CS(=O)(=O)c2ccc(C)cc2)cc(OC)c1OC	-18%	-5%	6%	-0.4%	1.9	66	4%	0.0%	-5.4%	i	38
COCc1cc(C)nc(Oc2ccccc2)c1C#N	1%	15%	-6%	-0.1%	0.0	54	-8%	-0.7%	-2.0%	i	25
CC(C)(C)NS(=O)(=O)c1ccc(CCC(=O)Nc2ccc3c(c2)OCCO3)cc1	-13%	-3%	-9%	0.2%	3.2	32	9%	-0.6%	-6.7%	i	45
O=C(Nc1nc2c(Br)cc(Br)cc2c(=O)s1)C1CCC1	-21%	0%	25%	1.2%	1.0	51	-4%	0.3%	-2.8%	i	37
O=C(Nc1ccc2c(c1)CCC2)c1cc(S(=O)(=O)N2CCN(c3ccccc3)CC2)ccc1Cl	7%	-7%	2%	0.0%	-2.5	98	-4%	-0.6%	-1.8%	i	24
CN(NC1OC(=O)c2ccccc21)c1ccc(Cl)cc1[N+](=O)[O-] (centres undefined)	-7%	-6%	-1%	0.2%	0.8	47	0%	1.3%	4.6%	i	28
Cc1cc(=O)n2nc(N3CCC(C(=O)NCc4cccc(Br)c4)CC3)sc2n1	3%	11%	9%	0.0%	0.3	55	-2%	0.3%	-1.9%	i	29
COc1ccccc1CNc1ncnc2c1nnn2Cc1ccccc1	-4%	-8%	-2%	0.3%	3.4	37	-11%	-0.3%	-4.8%	i	39
COc1ccc(C2=NS(=O)(=O)N(C)C(C(=O)Nc3cc(OC)c(OC)c(OC)c3)=C2)cc1	-4%	-2%	2%	0.3%	2.0	61	18%	0.9%	-3.5%	i	17
NC(=O)c1ccc(NC(=O)CSc2nncn2-c2ccccc2)cc1	-2%	5%	-37%	-0.2%	3.1	30	-12%	0.1%	2.6%	i	40
CC1(C)CC(=O)CC(C2(O)C(=O)N(Cc3ccccc3)c3ccccc32)O1 (centres undefined)	12%	21%	-84%	-0.1%	1.4	50	4%	0.6%	0.9%	i	53
O=C(NCCN1CCOCC1)C1CCCN(S(=O)(=O)c2ccc(F)cc2)C1 (centres undefined)	-1%	3%	-10%	-0.1%	0.0	50	1%	0.0%	-1.7%	i	16
O=c1c2cnn(-c3ccccc3)c2ncn1Cc1cccnc1	-4%	-5%	5%	0.2%	-1.9	41	6%	0.3%	-2.6%	i	59
COc1cccc(OCCc2c(C)n[nH]c2C)c1	3%	-15%	47%	0.2%	-0.1	98	7%	-1.2%	2.8%	i	14
CCCn1c(=O)c2c(C(F)(F)F)cc(-c3ccco3)nc2n(CCC)c1=O	-17%	-7%	6%	-0.1%	1.7	57	-9%	-0.2%	-5.4%	i	7
COc1cc(C(=O)Nc2sc3c(c2C(=O)NCc2ccco2)CCCC3)cc(OC)c1OC	-8%	-16%	1%	-0.1%	7.7	90	16%	2.1%	-4.0%	i	35
Cc1ccc(NC(=O)CCn2ccc([N+](=O)[O-])n2)nc1	5%	15%	-22%	0.3%	-1.2	66	8%	-0.2%	-1.1%	i	36

Assay outcomes: PubChem BioAssay, several laboratories
